Bioassay records as filed in PubChem BioAssay.
CTSL1 counter = Fasciola hepatica cathepsin L1 inhibitors, primary screen, counter-screen for PFM18AAP inhibitor project, biochemical, QFRET, fluorogenic peptide substrate | inhibition, % at 5.96 µM | AID 1906, 2009 | hit rate 0.49% among 300,000 | recombinant F. hepatica cathepsin L1, Z-Leu-Arg-MCA fluorescence;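 active means inhibition above the mean of all tested compounds plus 3 SD, set per screening campaign, cut at about 17% in these data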;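 further: 0% = plate median of test compound wells and 100% = 1 µM Z-Phe-Ala-diazomethylketone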
EBNA-1 inhibitor = EBNA-1 DNA-binding inhibitors, primary screen, biochemical, fluorescence polarization; hit rate 0.34% among 300,000; inhibition, % at 14.8 µM; in the data active means inhibition above about 28%
Yeast superoxide = reduction of superoxide in aged yeast, primary screen, HTS; S. cerevisiae aged cells, superoxide DHE fluorescence; hits give low values; superoxide response (% of plate mean), % at 10 µM; hit rate 0.18% among 330,000; AID 2690, 2010;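 active means superoxide response under a set limit, about three screen SD below normal, cut at about 65% in these data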;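 further: yeast aged for seven days with compound at 30 °C before DHE staining; 100% = average MFI of all compound-treated wells on the plate with controls excluded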
ZTA DNA inh = counter-screen for EBNA-1 inhibitors: inhibitors of Epstein-Barr virus ZTA; AID 2234; ZTA-DNA binding, fluorescence polarization; inhibition, % at 11 µM; hit rate 0.15% among 320,000; in the data active means inhibition above about 33%
Target sequence (P03206 whole entry, looked up): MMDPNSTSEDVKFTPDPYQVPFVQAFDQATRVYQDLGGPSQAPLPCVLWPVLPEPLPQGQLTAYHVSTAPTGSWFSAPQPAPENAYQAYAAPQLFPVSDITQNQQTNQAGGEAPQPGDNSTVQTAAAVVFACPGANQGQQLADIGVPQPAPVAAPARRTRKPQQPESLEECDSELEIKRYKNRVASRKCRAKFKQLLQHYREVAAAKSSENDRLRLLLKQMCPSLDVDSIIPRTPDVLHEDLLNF
PP1 inh = PP1-alpha phosphatase inhibitors, primary screen, counter-screen for PP5 inhibitor project, biochemical, fluorescence, OMFP substrate, single point. Serine/threonine-protein phosphatase PP1-alpha catalytic subunit (Homo sapiens), P62136. purified PP1alpha. inhibition, % at 6.7 µM. hit rate 0.9% among 320,000. AID 2235, 2010;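 active means inhibition above the mean inhibition of all tested compounds plus 3 SD, computed separately for each screening campaign, cut at about 15% in these data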
Target sequence (P62136 whole entry, looked up): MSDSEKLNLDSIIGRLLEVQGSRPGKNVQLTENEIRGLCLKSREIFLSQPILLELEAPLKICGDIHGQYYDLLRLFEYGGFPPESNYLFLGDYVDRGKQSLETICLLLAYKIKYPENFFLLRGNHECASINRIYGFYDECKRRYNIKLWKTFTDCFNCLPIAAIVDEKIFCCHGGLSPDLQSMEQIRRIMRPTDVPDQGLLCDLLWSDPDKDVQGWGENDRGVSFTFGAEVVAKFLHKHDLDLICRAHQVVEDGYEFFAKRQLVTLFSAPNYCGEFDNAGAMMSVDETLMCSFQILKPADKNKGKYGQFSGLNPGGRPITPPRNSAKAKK
GASC-1 inh = inhibitors of GASC-1 histone demethylase, primary screen, biochemical, fluorescence, DELFIA europium | AID 2099, 2009 | inhibition, % at 2.35 µM | hit rate 0.069% among 330,000 | GST-JMJD2C(1-420) H3K9me3 demethylation;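 active means more than half of a compound's replicate wells show inhibition beyond 50%, single wells judged on their own value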;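 further: signal counts dimethyl H3K9 product captured on neutravidin plate; 0% = median of DMSO wells and 100% = 0.3 times that DMSO median; strong numbers were not always called active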
TPT1 inhibitor = Candida albicans TPT1 enzyme inhibitors, primary screen, biochemical, fluorescence polarization; tRNA 2'-phosphotransferase TPT1 (Candida albicans SC5314); recombinant caTPT1, FP RNA substrate dephosphorylation; inhibition, % at 5 µM; hit rate 0.81% among 300,000;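 active means inhibition above the mean of all tested compounds plus 3 SD, set per screening campaign, cut at about 24% in these data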;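 further: plate controls were DMSO alone for no effect and ferristatin control at 100 nM for full effect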
PP5 primary = PP5 phosphatase inhibitors, primary screen, biochemical, fluorescence; purified PP5c, OMFP substrate fluorescence; inhibition, % at 6.7 µM; hit rate 0.18% among 320,000;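 active means inhibition above the campaign's mean inhibition across all tested compounds plus 3 SD, cut at about 9.5% in these data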;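 further: 0% = DMSO only and 100% = 100 µM cantharidin control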
Target sequence (P53041 whole entry, looked up): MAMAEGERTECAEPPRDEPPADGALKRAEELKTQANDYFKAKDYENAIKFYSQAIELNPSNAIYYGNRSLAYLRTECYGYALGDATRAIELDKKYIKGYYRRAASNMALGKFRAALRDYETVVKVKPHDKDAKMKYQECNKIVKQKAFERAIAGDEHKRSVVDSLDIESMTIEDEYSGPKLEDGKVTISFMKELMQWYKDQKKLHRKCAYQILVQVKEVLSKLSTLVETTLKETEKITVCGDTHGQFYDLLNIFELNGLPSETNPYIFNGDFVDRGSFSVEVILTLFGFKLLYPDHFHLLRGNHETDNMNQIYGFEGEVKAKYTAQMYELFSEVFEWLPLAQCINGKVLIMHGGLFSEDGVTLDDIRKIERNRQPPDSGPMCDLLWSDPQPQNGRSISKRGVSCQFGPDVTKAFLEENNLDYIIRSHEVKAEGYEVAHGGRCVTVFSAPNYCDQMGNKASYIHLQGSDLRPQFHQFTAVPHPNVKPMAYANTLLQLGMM
core dimer inh = inhibitors of HCV core protein dimerization, primary screen, biochemical, TR-FRET, high-throughput | TR-FRET GST/Flag-core106 dimerization, 1536-well | inhibition, % at 5 µM | hit rate 0.33% among 300,000 | AID 1899, 2009;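 active means inhibition above the mean of all tested compounds plus 3 SD, set per screening campaign, cut at about 45% in these data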
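test system = GST/Flag-tagged HCV core106 proteins | probe or stimulus = Eu donor and XL665 acceptor anti-tag antibodies | times = compound-protein-antibody incubation 4 h at 22.5 °C | signal = TR-FRET, excitation 340 nm, emission 617 and 671 nm | measure = percent inhibition of core106 dimerization signal | controls = wells lacking GST-core106 and wells with excess unlabelled core106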
* = called active by the depositor; i = inactive; . = no result given.

SMILES	CTSL1 counter	EBNA-1 inhibitor	Yeast superoxide	ZTA DNA inh	PP1 inh	GASC-1 inh	TPT1 inhibitor	PP5 primary	core dimer inh
CCCCn1c(NCc2ccccn2)nc2ccccc21	0	8	82	-7	1	-21	-2	-1.4	-3
Cc1noc(/C=C/c2ccco2)c1S(=O)(=O)N1CCC(C(=O)N2CCc3ccccc3C2)CC1	3	-4	90	-14	19*	2	17	6.3	48*
COc1cc(/C=N/n2c(-c3ccccc3)n[nH]c2=S)cc(OC)c1OC	-3	3	111	-2	-7	-9	-2	2.0	5
O=C(Nc1ccon1)Nc1ccc(F)cc1F	-1	8	107	-3	1	9	0	-0.8	-2
CNc1cc(C)nc(N2CCOCC2)n1	-5	-5	97	-6	-4	8	-3	-0.3	3
COc1ccc(CCNC(=O)c2cc(-c3ccco3)on2)cc1OC	-1	1	111	7	-5	-18	-1	2.0	1
O=C(NCC(O)c1ccccc1)Nc1cccs1 (configuration not stated)	-2	9	98	8	-2	i	0	-3.0	10
Cc1cccc(OCC(=O)NCCNC(=O)c2cccnc2)c1	1	-8	92	-8	0	-21	1	3.2	-1
CCc1nnc(NC(=O)CC23CC4CC(CC(C4)C2)C3)s1	6	0	109	-9	2	20	-3	0.7	1
Cc1cc2nnc(SC(C)C#N)n2c2ccccc12 (configuration not stated)	1	-11	95	-6	1	-7	-6	1.9	-4
COc1ccc(CC(O)CC2c3c(cc4c(c3OC)OCO4)CCN2C)cc1 (configuration not stated)	-2	6	96	5	-2	6	1	4.7	3
Cc1ccc(C)c(OCC(=O)NNC(=O)C2CCC2)c1	.	.	98	2	0	.	.	-1.3	.
CC(=O)Oc1cccc(C(=O)Nc2cccc(C(=O)Nc3ccccc3C(=O)O)c2)c1	-10	6	100	5	2	4	-3	2.7	10
Cc1ccc(/C=N/Nc2ccc(F)cc2)s1	3	0	100	4	1	-6	1	0.9	-15
CC1CC(C)CN(c2ncc3c(n2)CC(c2ccccc2)CC3=O)C1 (configuration not stated)	1	2	101	-8	-2	-6	-3	2.2	12
COc1cccc(-c2cccc(NC(=O)C3CCN(Cc4nccs4)CC3)c2)c1	-2	4	105	18	-6	6	0	1.5	6
CC[C@@H](C)[C@H](NC(=O)Cc1c(C)c2cc3c(C)coc3c(C)c2oc1=O)C(=O)O	7	9	104	0	0	2	-5	-1.6	2
CCCN1C2CCCC1CC(NC(=O)c1cccc(OC)c1)C2 (configuration not stated)	1	4	89	-9	-1	-36	-4	-0.1	-11
COc1cccc(CNS(=O)(=O)c2cc(-c3cc(C)no3)ccc2C(C)C)c1	1	9	109	13	9	-27	-1	2.4	6
Cc1ccc(-n2cnnn2)c(S(=O)(=O)N2CCOCC2)c1	-1	7	96	0	-1	-3	-1	-2.4	-1
CC(C)(C)NC(=O)c1cccc(NC(=O)Cc2ccc(Br)cc2)c1	1	0	91	6	1	7	-2	3.2	4
CC(=O)Nc1ccc(NC(=O)c2cc[n+]([O-])cc2)cc1	-1	-6	89	7	-7	7	7	-0.6	-13
CC1=C(C(=O)OC(C)C)C(c2ccncc2)n2ncnc2N1 (configuration not stated)	-2	6	102	7	-4	-22	-2	2.2	0
O=C(Nn1c(SCc2cccc([N+](=O)[O-])c2)nc2ccccc2c1=O)c1ccccc1	3	4	99	11	3	-2	-6	-0.8	22
CCn1cc(C(=O)C(F)(F)F)c2ccccc21	0	11	101	-15	0	8	0	0.8	6
CCN(Cc1ccccc1)C(=O)C(=O)c1cn(CC(=O)N2CCCC2)c2ccccc12	2	6	117	0	-4	-12	-1	2.7	4
CCCC[C@@]1(C2CCCC2)Cc2cc(OCC(=O)O)c(Cl)c(Cl)c2C1=O	3	3	85	-3	1	.	-6	5.9	-3
CC(C)NC(=O)NC(=O)CSc1ccc(S(=O)(=O)N2CCCC2)cn1	.	.	99	-8	1	-3	.	3.2	.
Cc1ccc(-c2nnc(N(C)C(=O)c3ccccn3)s2)cn1	0	-14	95	-3	-9	-9	1	3.0	9
CNC(=O)c1csc(-c2ccccc2)n1	2	16	96	11	-1	-2	-5	1.1	-10
O=C(CCSc1nc2ccccc2o1)Nc1ccccc1	0	-19	99	-7	1	12	3	2.6	-4
O=C(NC(Nc1cc(C(F)(F)F)ccc1Cl)C(=O)c1ccccc1)c1ccccc1 (configuration not stated)	-3	-10	96	-26	2	2	-3	3.6	8
CC1CC(C)CN(c2ncc3c(n2)CC(c2ccccc2Cl)CC3=O)C1 (configuration not stated)	3	-27	112	3	1	2	2	-4.0	16
Cn1c(/C(C#N)=N/O)nc2ccccc21	1	3	89	5	-2	5	-3	0.8	-6
CC(C)(C)NC(=O)CN(Cc1ccc2c(c1)OCO2)C(=O)CCC(=O)Nc1nccs1	0	-3	125	-21	-6	-26	-4	1.8	-1
CC(C)(C)c1ccc(C(=O)C2CCCN(C(=O)CN3CCCC3=O)C2)cc1 (configuration not stated)	2	4	111	0	0	-2	3	2.2	-4
O=C(NC1CCCCC1)C1CCC(CNS(=O)(=O)c2cccc3nsnc23)CC1 (configuration not stated)	3	5	101	-5	2	-2	-2	0.7	2
CN(Cc1ccc(Cl)cc1)C(=O)c1cc(S(=O)(=O)N2CCOCC2)ccc1N1CCCC1	6	-1	103	9	1	1	-1	0.0	4
N#CCCN(Cc1ccccc1)C(=S)NC(=O)c1ccccc1	1	11	57*	13	0	6	-3	-0.3	-4
O=C(NCCS(=O)(=O)N1CCc2ccccc2C1)c1ccccc1	-1	-4	121	-10	-2	11	-2	2.8	-5
Cc1ccc(NC(=O)C2C3C=CC4(O3)C2C(=O)N(CCCN2CCCC(C)C2)C4C(=O)NC2CCCCC2)cc1 (configuration not stated)	-1	0	87	1	-1	-13	0	3.2	-2
COC(=O)CSCC(=O)Nc1cc2c(cc1C(C)=O)OCO2	7	3	99	5	0	-20	1	-0.8	-1
O=C(COc1ccc(S(=O)(=O)N2CCOCC2)cc1)NC1CCCCC1	.	.	75	-5	-2	6	.	0.5	.
c1ccc(C[C@H]2CN=C(Nc3ccccc3)N2CCCC2CCCC2)cc1	-1	13	113	-6	8	3	1	1.1	-1
O=C(CN(C(=O)CNC(=O)c1cccs1)c1ccc2c(c1)OCCO2)NC1CCCC1	-1	0	92	-20	1	-1	1	0.8	-3
COc1cc(/C=N/n2c(C)nc3ccccc3c2=O)ccc1O	4	-17	117	-7	-2	-12	0	1.1	-4
COc1ccc(-n2c(=O)[nH]cc(C(=O)N3CCCc4ccccc43)c2=O)cc1	-1	-9	97	2	0	-10	0	1.7	5
O=S(=O)(CC(O)CS(=O)(=O)c1ccc(Cl)cc1)c1ccccc1 (configuration not stated)	-4	-5	104	5	-5	-16	-3	-1.5	-1

The closing five entries of the part before lead into the next.
SMILES	CTSL1 counter	EBNA-1 inhibitor	Yeast superoxide	ZTA DNA inh	PP1 inh	GASC-1 inh	TPT1 inhibitor	PP5 primary	core dimer inh
c1ccc(C[C@H]2CN=C(Nc3ccccc3)N2CCCC2CCCC2)cc1	-1	13	113	-6	8	3	1	1.1	-1
O=C(CN(C(=O)CNC(=O)c1cccs1)c1ccc2c(c1)OCCO2)NC1CCCC1	-1	0	92	-20	1	-1	1	0.8	-3
COc1cc(/C=N/n2c(C)nc3ccccc3c2=O)ccc1O	4	-17	117	-7	-2	-12	0	1.1	-4
COc1ccc(-n2c(=O)[nH]cc(C(=O)N3CCCc4ccccc43)c2=O)cc1	-1	-9	97	2	0	-10	0	1.7	5
O=S(=O)(CC(O)CS(=O)(=O)c1ccc(Cl)cc1)c1ccccc1 (configuration not stated)	-4	-5	104	5	-5	-16	-3	-1.5	-1
O=C(c1ccc(Cl)cc1)N1CCN(c2ncccn2)CC1	-2	-2	102	21	-2	17	-5	-0.5	-2
CCCc1nc2cc(Cl)c([N+](=O)[O-])cc2o1	-5	-4	113	-1	-5	10	2	-0.2	0
O=C(/C=C/c1ccccc1)Nc1sc2c(c1C(=O)O)CCC2	2	7	107	6	-3	9	-1	0.5	1
COc1ccc(C)cc1NC(=O)CN1CCN(C/C=C/c2ccccc2)CC1	0	-7	100	-12	10	-2	2	3.1	-1
CC(=O)Nc1cc(NC(C)=O)c(CC(C)C)s1	0	7	95	9	1	12	1	1.6	1
Cn1cnc2c1c(=O)n(Cc1ccccc1C#N)c(=O)n2C	1	-21	106	96*	0	-4	2	2.7	-13
Cc1ccc(-n2nc(C)c3c(C)cc(=O)[nH]c32)cc1	1	11	94	15	-2	-52	2	-2.6	4
CC(C)(C)c1ccc(COC(=O)CNC(=O)CNC(=O)Cc2ccccc2)cc1	-3	-3	109	-10	-1	-8	-2	0.1	-3
O=C(c1ccc(-c2ccc(Cl)cc2)o1)N1CCN(c2ccc([N+](=O)[O-])cc2Cl)CC1	0	7	112	11	16*	-8	4	-0.1	21
O=C(Nc1ncc(Cc2ccccc2Cl)s1)c1ccc(-c2cccc([N+](=O)[O-])c2)o1	3	-1	93	-5	-3	-14	-1	-0.1	11
CC(=O)c1ccc(N=C2NC(=O)C(CO)(CO)S2)cc1	-4	-9	93	-3	-1	-7	-3	0.6	2
C/C(Cc1ccccc1)=N\NC(=O)C1CCCCC1	-1	10	102	12	1	10	1	-0.4	1
CN(Cc1cccs1)C(=O)COc1ccc(-c2nnco2)cc1	-2	2	105	8	0	-5	-5	2.0	1
Cc1oc(-c2ccccc2F)nc1CS(=O)(=O)CC(=O)NCCN1CCCC1	0	-9	106	-4	3	17	-1	4.2	-5
CCOC(=O)c1[nH]ncc1CN1CCc2ccc(NC(=O)C3CCCO3)cc2C1 (configuration not stated)	0	5	97	4	-1	11	-2	3.5	-3
COc1ccccc1C1=CC(=O)CC(C)(C)C1=O	.	.	95	-4	-7	3	.	0.4	.
Cc1cccc(C(C)C)c1NC(=O)COC(=O)Cc1ccsc1	1	2	97	11	-5	0	-7	1.6	6
CCS(=O)(=O)c1ccc(O)c(NC(=O)Nc2ccc(C(C)(C)C)cc2)c1	4	5	78	-5	-4	-31	-1	1.2	1
COc1cccc(-c2nc(S(=O)(=O)c3ccccc3)c(N3CCOCC3)o2)c1	-1	2	88	8	0	7	-6	2.9	4
O=C(Nc1cc(Cl)ccc1O)c1cc(-c2ccco2)on1	6	-11	99	-6	4	-5	5	3.2	6
Cc1cc(NC(=O)c2ccccc2)nc2c1c(=O)oc1ccccc12	0	-2	100	-10	-2	2	-1	-1.6	-3
COc1ccc(NS(=O)(=O)c2cccc(C(=O)NC3CCC(O)CC3)c2)cc1 (configuration not stated)	-3	-3	101	-3	0	-6	0	2.6	8
Cc1onc(-c2c(Cl)cccc2Cl)c1C(=O)NCc1ccc(S(N)(=O)=O)cc1	-1	-8	79	-5	3	-10	1	2.2	10
O=C(NCCCn1ccnc1)/C(=C/c1ccc(F)cc1)NC(=O)c1ccccc1	-1	-2	98	-6	5	-7	0	0.9	-57
Cc1ccc(S(=O)(=O)Oc2ccc3ccc(O)cc3c2)cc1	1	-3	106	-2	-2	13	-1	0.6	7
O=C(Nc1ccc(-c2nc3ccccc3s2)cc1)C1=COCCO1	3	43*	99	1	4	-4	4	-0.8	0

As entered above:
Reading for COc1cccc(-c2nc(S(=O)(=O)c3ccccc3)c(N3CCOCC3)o2)c1 under PP1 inh: 0
Reading for Cc1cccc(C(C)C)c1NC(=O)COC(=O)Cc1ccsc1 under PP1 inh: -5
